Source: PubChem
mHTT-CaM PPI inh – disrupts binding of mutant huntingtin to calmodulin | AID 1671202 | P42858 | inhibition, % at 15 µM | 190,000 compounds, 3.6% hits | AlphaScreen His-mHTT/GST-CaM binding, luminescence;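 further: 0% = both proteins with DMSO and 100% = one protein alone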
Target sequence (P42858 whole entry, looked up, stated change not applied): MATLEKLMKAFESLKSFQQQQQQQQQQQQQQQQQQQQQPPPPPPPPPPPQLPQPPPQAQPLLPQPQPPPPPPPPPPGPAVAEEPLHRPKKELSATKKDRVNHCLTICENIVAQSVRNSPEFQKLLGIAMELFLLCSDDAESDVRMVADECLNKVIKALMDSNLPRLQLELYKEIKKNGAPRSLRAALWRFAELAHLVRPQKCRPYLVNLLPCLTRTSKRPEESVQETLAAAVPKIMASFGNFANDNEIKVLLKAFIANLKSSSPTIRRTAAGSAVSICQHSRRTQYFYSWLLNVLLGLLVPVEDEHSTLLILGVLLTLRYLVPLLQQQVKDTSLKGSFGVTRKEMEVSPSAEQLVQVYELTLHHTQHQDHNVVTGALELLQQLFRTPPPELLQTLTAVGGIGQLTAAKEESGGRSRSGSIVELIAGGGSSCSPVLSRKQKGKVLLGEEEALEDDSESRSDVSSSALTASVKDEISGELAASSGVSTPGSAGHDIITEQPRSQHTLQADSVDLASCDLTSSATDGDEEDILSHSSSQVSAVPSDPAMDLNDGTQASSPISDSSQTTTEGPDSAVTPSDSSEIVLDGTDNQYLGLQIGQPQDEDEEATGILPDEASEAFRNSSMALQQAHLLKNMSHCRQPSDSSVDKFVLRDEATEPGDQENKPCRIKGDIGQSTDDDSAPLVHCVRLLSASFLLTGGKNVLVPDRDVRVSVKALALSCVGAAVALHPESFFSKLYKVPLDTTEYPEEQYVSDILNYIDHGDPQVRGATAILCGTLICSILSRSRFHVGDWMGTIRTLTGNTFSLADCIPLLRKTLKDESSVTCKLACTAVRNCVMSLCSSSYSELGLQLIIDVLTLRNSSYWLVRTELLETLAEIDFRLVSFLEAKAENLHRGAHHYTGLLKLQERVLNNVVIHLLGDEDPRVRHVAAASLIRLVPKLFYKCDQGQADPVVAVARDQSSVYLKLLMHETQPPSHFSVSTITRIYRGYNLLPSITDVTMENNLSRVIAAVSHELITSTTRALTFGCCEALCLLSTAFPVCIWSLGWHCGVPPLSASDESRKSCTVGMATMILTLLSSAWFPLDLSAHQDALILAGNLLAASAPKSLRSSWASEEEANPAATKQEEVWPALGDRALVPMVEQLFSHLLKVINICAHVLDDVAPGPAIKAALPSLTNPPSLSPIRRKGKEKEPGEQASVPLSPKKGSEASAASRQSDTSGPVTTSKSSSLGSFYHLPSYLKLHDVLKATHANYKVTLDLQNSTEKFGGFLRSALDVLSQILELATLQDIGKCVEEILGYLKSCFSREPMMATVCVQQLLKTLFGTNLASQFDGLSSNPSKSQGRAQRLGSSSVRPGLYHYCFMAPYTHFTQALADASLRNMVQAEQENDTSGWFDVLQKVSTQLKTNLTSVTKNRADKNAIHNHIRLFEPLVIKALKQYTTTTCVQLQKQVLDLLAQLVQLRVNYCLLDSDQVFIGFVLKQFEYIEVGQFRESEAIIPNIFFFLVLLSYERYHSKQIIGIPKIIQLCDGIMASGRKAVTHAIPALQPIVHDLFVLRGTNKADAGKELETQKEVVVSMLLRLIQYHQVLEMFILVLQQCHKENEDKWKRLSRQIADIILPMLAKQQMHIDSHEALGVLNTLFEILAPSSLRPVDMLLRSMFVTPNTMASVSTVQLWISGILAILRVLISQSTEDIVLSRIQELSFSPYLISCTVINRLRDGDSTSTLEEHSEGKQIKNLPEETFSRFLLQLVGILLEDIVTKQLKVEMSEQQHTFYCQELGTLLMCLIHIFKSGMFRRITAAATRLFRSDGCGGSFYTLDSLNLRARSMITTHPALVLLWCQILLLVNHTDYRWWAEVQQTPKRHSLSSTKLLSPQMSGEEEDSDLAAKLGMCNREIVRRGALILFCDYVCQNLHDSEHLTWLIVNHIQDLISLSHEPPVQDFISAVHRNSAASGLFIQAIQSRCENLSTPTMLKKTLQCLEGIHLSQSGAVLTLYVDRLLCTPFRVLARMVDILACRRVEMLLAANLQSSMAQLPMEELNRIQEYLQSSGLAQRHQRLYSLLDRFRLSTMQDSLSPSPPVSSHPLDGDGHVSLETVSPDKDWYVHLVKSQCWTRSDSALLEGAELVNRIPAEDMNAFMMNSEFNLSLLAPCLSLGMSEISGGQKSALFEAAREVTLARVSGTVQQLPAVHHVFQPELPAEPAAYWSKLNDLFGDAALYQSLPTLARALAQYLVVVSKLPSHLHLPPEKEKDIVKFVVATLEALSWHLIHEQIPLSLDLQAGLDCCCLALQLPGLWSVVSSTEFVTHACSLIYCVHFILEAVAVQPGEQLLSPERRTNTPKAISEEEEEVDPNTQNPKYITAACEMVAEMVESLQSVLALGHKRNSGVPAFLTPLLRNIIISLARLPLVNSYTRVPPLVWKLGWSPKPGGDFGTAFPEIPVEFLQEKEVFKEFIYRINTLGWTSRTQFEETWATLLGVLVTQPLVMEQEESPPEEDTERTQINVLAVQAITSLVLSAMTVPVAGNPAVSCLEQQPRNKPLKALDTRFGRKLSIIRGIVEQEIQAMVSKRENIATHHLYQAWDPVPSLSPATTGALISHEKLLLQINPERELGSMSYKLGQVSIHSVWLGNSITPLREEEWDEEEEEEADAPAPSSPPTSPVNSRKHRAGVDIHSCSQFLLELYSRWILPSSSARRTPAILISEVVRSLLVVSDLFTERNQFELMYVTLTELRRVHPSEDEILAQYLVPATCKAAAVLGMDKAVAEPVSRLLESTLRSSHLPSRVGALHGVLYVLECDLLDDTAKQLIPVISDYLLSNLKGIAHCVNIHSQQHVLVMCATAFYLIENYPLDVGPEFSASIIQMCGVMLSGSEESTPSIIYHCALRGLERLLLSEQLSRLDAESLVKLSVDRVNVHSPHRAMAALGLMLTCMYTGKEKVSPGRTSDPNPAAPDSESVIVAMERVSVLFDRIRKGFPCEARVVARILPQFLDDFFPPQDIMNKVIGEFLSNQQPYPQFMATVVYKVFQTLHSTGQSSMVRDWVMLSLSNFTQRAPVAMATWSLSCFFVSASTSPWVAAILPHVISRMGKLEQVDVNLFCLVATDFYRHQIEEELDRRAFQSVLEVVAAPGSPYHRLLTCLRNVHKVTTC
Pf apPOL inh – Pf-apPOL DNA polymerase inhibition; Recombinant Pf-apPOL, molecular beacon fluorescence, 1.5 h; inhibition, % at 10 µM; 210,000 compounds, 0.25% hits
Numbers without * were called inactive; nt = not tested or not shown; & = joins results of further samples. No stated cut-off is given here; in the data, active means inhibition above about 50%; inactive means the rest. Outcome played no part in choosing rows, and some 3.5% of all compounds hit somewhere here.

The line under a structure holds: mHTT-CaM PPI inh | Pf apPOL inh
- Cc1nn(-c2ccccc2)c(C)c1C(=O)NCc1ccccn1
    -1 | -5
- COCCn1c(C2CCN(S(=O)(=O)c3ccc(F)c(Cl)c3)C2)nc2ccncc21 (stereo not given)
    5 | -2
- Cc1ccc(C)c(NC(=O)C2CCc3nc(N4CCN(C(=O)C(C)C)CC4)sc3C2)c1 (stereo not given)
    13 | 4
- CCOC(=O)c1c(NC(=O)C23CC4CC(CC(C4)C2)C3)sc2c1CCC2
    2 | -1
- CC1CN(C(=O)Cc2ccc(Cl)cc2)c2ccccc2NC1=O (stereo not given)
    -16 | -6
- CC1=C(C(=O)OC(C)C)C(c2sccc2C)NC(=O)N1 (stereo not given)
    -9 | nt
- CCOc1ccccc1CNC(=O)C1CCc2sc(C(=O)N(C)C)cc2C1 (stereo not given)
    9 | -6
- N#Cc1ccc(Oc2ccc(Cl)cc2)cc1C#N
    -47 | -9
- Cc1ccc(Cl)cc1-n1c(SCC(=O)N2CCCC2)nc2[nH]ncc2c1=O
    2 | -7
- CCc1ccccc1N(CC(=O)N1CCCC1)S(C)(=O)=O
    0 | -8
- Cc1nn(C(=O)c2ccncc2)c(C)c1Sc1ccc(Cl)cc1
    41 | -1
- COc1ccc(C2C(C(=O)NCc3cccnc3)c3cc(OC)c(OC)cc3C(=O)N2C)cc1 (stereo not given)
    4 | -10
- CCCN(CCC)S(=O)(=O)c1ccc(C(=O)Nc2nnc(-c3ccc(OC)cc3)o2)cc1
    5 | -3
- Cc1c(C(=O)O)cccc1-n1cccc1
    5 | -4
- O=[N+]([O-])c1ccccc1S(=O)(=O)N1CCN(C2Cc3ccccc3C2)CC1
    14 | 0
- CN(C)CC1COCCN1C(=O)CCC1CCCC1 (stereo not given)
    0 | 2
- O=C(CCN1CCCC1)Nc1ccc(Br)cc1
    -2 | -4
- O=C(CSc1nc2c(c(=O)n1-c1ccccc1)SCC2)Nc1ccccc1C(F)(F)F
    6 | 6
- COc1ccc(CCN2C(=O)C=CC2=O)cc1OC
    4 | -2
- Cc1nc(-c2ccc(C)c(S(=O)(=O)N3CCCC3)c2)cs1
    -8 | -2

Structural class: the compounds so far with a thiophene ring, fused or not (3)
The line under a structure holds: mHTT-CaM PPI inh | Pf apPOL inh
- CCOC(=O)c1c(NC(=O)C23CC4CC(CC(C4)C2)C3)sc2c1CCC2
    2 | -1
- CC1=C(C(=O)OC(C)C)C(c2sccc2C)NC(=O)N1 (stereo not given)
    -9 | nt
- CCOc1ccccc1CNC(=O)C1CCc2sc(C(=O)N(C)C)cc2C1 (stereo not given)
    9 | -6

The list goes on.
The line under a structure holds: mHTT-CaM PPI inh | Pf apPOL inh
- Cn1c(=O)c2ccnn2c2ccc(C(=O)NCc3cccc(C(F)(F)F)c3)cc21
    -7 | 0
- O=C(Nc1ccc2nncn2c1)Nc1ccc(Br)cc1F
    3 | 0
- O=S(=O)(Nc1ccc2c(c1)OCO2)c1ccc(Cl)cc1
    3&7 | -2
- COc1cc(OC)cc(C(=O)N2CCC(C(=O)NCc3ccccc3)CC2)c1
    -3 | -6
- O=C(NC(c1ccccc1)C(N=Cc1ccccc1)c1ccccc1)c1ccccc1 (stereo not given)
    nt | -11
- Cc1cccc(C)c1N1C(=O)C2C3C=CC(CO)(O3)C2C1=O (stereo not given)
    -2 | -4
- CC1(C)CC(=O)C2=C(C1)Nc1nc(-c3ccccc3)nn1C2c1ccccc1 (stereo not given)
    43 | -2
- CC(=O)NC1=NC(=O)C(=Cc2cccs2)N1C
    nt | -7
- CCSc1nnc(NC(=O)C(C)Sc2ccccc2)s1 (stereo not given)
    -11 | -3
- N#CC1=CN(c2ccc(Cl)c(Cl)c2)c2cc(Cl)ccc2S1(=O)=O
    -6 | -1
- Cc1ccc(C(=O)N2CCCC(c3nc(CCNC(=O)C4CC4)cs3)C2)s1 (stereo not given)
    3 | 13
- CCOc1ccc(NC(=O)C2CCN(S(=O)(=O)c3ccc(OC)c(OC)c3)CC2)cc1
    1 | -12
- Cc1ccc(Sc2c(-c3ccccc3)nc3sccn23)cc1
    -17 | -3
- Cc1ccccc1CN1[C@@H](CC(C)C)COc2cc(Br)ccc2S1(=O)=O
    11 | -3
- CCc1cccc(NC(=O)Cn2c(CC)nc3c(c2=O)CN(Cc2ccccc2)CC3)c1
    21 | -1
- CCSC1=NSC2=NC(=O)/C(=C\c3cc(OC)c(OC)c(OC)c3)C(=N)N12
    1 | 2
- Cn1cnnc1-c1cccc([N+](=O)[O-])c1
    -2 | -7
- CC(C)(C)c1ccc(-c2nnnn2-c2ccccc2C(F)(F)F)cc1
    nt | -11
- CC(C)NC(=O)C1CCN(c2nc3ccccc3[nH]2)CC1
    -5 | -9
- O=C(/C=C/c1ccccc1)Nc1ncc(S(=O)(=O)c2ccc([N+](=O)[O-])cc2)s1
    4 | -15

Random excerpt: 3 records from the list, in no set order.
The line under a structure holds: mHTT-CaM PPI inh | Pf apPOL inh
- O=[N+]([O-])c1ccccc1S(=O)(=O)N1CCN(C2Cc3ccccc3C2)CC1
    14 | 0
- COc1cc(OC)cc(C(=O)N2CCC(C(=O)NCc3ccccc3)CC2)c1
    -3 | -6
- CCSC1=NSC2=NC(=O)/C(=C\c3cc(OC)c(OC)c(OC)c3)C(=N)N12
    1 | 2

More structures follow.
The line under a structure holds: mHTT-CaM PPI inh | Pf apPOL inh
- Cc1cccc(-c2nccc(C3CCCN(C(=O)C(C)C)C3)n2)c1 (stereo not given)
    6 | -6
- COc1ccc(-c2c(C)oc3cc(OCCN4CCC(C)CC4)ccc3c2=O)cc1OC
    10 | -8
- O=C(c1cccc(Cl)c1)N1CCN(Cc2noc(-c3cccc(F)c3)n2)CC1
    31 | -8
- O=C(/C=C1\Sc2ccccc2NC1=O)NCCCSC1CCCCC1
    -1 | -14
- O=C(c1cccc(OCC2CCCN(C(=O)c3ccccc3Cl)C2)c1)N1CCCCC1 (stereo not given)
    -2 | -4
- CCS(=O)(=O)c1ccc2oc(=O)c(C=C(O)c3ccccc3)nc2c1
    11 | -4
- COc1ccc(-c2noc(C3CCCN3C(=O)Nc3cc(C)cc(C)c3)n2)cc1 (stereo not given)
    -6 | -5
- O=C(NCCc1ccc(F)cc1)c1ccc(Cn2ccnc2)cc1
    -11 | -10
- COc1ccc(NC(=O)C(=O)NCC(c2ccsc2)N(C)C)cc1Cl (stereo not given)
    -6 | 2
- COc1ccc(/C=C2\C(=O)Nc3ccc(Br)cc32)c(OC)c1OC
    100* | 4
- CNc1ccc([N+](=O)[O-])cc1-n1cc2c(c1-c1ccccc1)c(=O)n(C)c(=O)n2C
    15 | 65*
- CCNC(=O)c1[nH]c2ccccc2c1N1CCCC1=O
    2 | -3
- CC(C(=O)N1CCCc2c1c(=O)oc1ccc(OCc3ccccc3)cc21)N1CCCCCC1 (stereo not given)
    17 | -10
- COc1ccc(S(=O)(=O)Nc2cc(C)ccc2C)cc1
    -13 | 1
- CN(CC(=O)NCc1ccco1)S(=O)(=O)c1ccc2[nH]c3c(c2c1)CCCC3
    29 | -3
- CC(CN1CCCC(C(N)=O)C1)c1ccccc1 (stereo not given)
    -6 | 4
- Cc1ccccc1COc1ccc2c(c1)OC(=Cc1ccncc1)C2=O
    12 | -1
- Cc1ccc(NC(=O)c2cc3ccccc3o2)c([N+](=O)[O-])c1
    6 | -1
- Cc1ccc(N2CCC(NC(=O)Cc3ccsc3)C2=O)cc1 (stereo not given)
    2 | 6
- CCc1nnc(NC(=O)CSc2cccc3cccnc23)s1
    15 | 3

Additional results follow:
smiles	mHTT-CaM PPI inh	Pf apPOL inh
O=C(CSc1nc2ccc(NC(=O)c3ccccc3Cl)cc2s1)NC1CC1	5	-4
CCCOc1ccccc1/C=C1/SC(=N)NC1=O	6	3
COc1ccc(OC)c2sc(N(Cc3cccnc3)C(=O)c3snnc3C)nc12	5	-5
COc1ccc(N2C(=O)CC(N3CCCCC3C)C2=O)cc1 (stereo not given)	6	-3
CC1=C(C(=O)Nc2cccc(C(F)(F)F)c2)C(c2cccs2)C2=C(CC(C)(C)CC2=O)N1 (stereo not given)	-4	-4
CC(=O)Nc1ccc(Nc2nnc(-c3ccc(C)c(S(N)(=O)=O)c3)c3ccccc23)cc1	17	1
C=CCn1c(-c2cccc([N+](=O)[O-])c2)cnc1SCC(=O)N1CCCC1	0	1
COc1ccc(/C=C2\C(=O)c3ccc(C(=O)O)cc3C2=O)cc1OC	3	-10
COc1cc(NC(=O)COc2ccc(C(C)C)cc2)cc(OC)c1	-43	-6
O=C(Nc1ccc2c(c1)CCC2)N1CCc2c(nc(-c3ccccc3)[nH]c2=O)C1	0	-3
Cc1cc2cc(CCNC(=O)C34CC5CC(CC(C5)C3)C4)c(=O)[nH]c2cc1C	-5	8
O=S(=O)(Nc1ccc(S(=O)(=O)Nc2ccc(Cl)cc2Cl)cc1)c1ccccc1	-1	5
NC(=O)c1cccc(N=c2oc3c(Cl)cc(Cl)cc3cc2C(N)=O)c1	45	1
COc1ccc(OC)c(C2C=C(c3ccc(Br)cc3)Nc3nnnn32)c1 (stereo not given)	9	-4
CCN(CC)C(=O)C(Br)C12CC3CC(CC(C3)C1)C2 (stereo not given)	-19	-2
CCOC(=O)CSc1nnc(NC(=O)COc2ccccc2)s1	-29	-3
O=C(C1CCN(S(=O)(=O)c2ccc(Cl)cc2)CC1)N1CCCC(C(F)(F)F)C1 (stereo not given)	13	6
COc1cccc(-c2ncnn2-c2sc3c(c2C#N)CCCCC3)c1	6	-3
Cc1c(Br)c(C(F)(F)F)nn1CC(=O)N1CCCC1	-6	-2
CSc1cccc(Nc2nc(-c3ccccc3)c(N=Cc3cc(Cl)cc(Cl)c3O)s2)c1	nt	-36
CCCC(=O)N1CCCC(c2ccnc(Nc3ccc(C)cc3)n2)C1 (stereo not given)	3	-2
Fc1ccc(-c2nnc(Cc3nc(-c4ccccc4F)no3)o2)cc1	-2	-7
Cn1c2ccccc2n2c(C=O)c(-c3ccccc3)nc12	8	-4
O=S(=O)(NNc1ccc(F)cc1F)c1ccc(Cl)cc1	nt	-1
O=C(O)c1cccc(S(=O)(=O)N2CCN(C(=O)c3ccccc3)CC2)c1	-2	-3
CCOC(CCNC(=O)c1cc(-c2ccc(Br)s2)nc2ccccc12)OCC	-11	-2
O=C(N1CCC(c2nnc(-c3ccco3)o2)CC1)C1(c2ccccc2)CCOCC1	-5	-6
Cc1ccc(N2C(=O)CSC2c2c(F)cccc2Cl)cc1F (stereo not given)	1	-2
COc1ccc(OCCOCCN2CCCCC2)cc1	0	-1
c1cncc(-c2noc(CC3CCCCC3)n2)c1	-12	-5
Cc1cccc(-n2nc3c(c2NC(=O)C2CC2)CSC3)c1C	8	-4
CC(C)CN(CC(C)C)C(=O)C12CCC(C)(C(=O)O1)C2(C)C (stereo not given)	-4	0
CC1CCN(c2nc(N3CCOCC3)nc(N3CCOCC3)n2)CC1	-3	nt
O=C(Nc1ccccc1)N1CCCC(OCc2ccccc2)C1 (stereo not given)	-9	-6
CN1C(=O)/C(=C\c2nc3ccccc3c(=O)[nH]2)c2ccccc21	-2	-1
Cc1ccc(C)c(NC(=O)CCN2CCCC2)c1	-3	1
Cc1ccsc1Cn1c(C)ccc1C	nt	35
NC(=O)C1CCN(C(=O)CN(c2ccc([N+](=O)[O-])cc2)S(=O)(=O)c2ccccc2)CC1	-3	2
CC(C)NC(=O)Nc1n[nH]c(Nc2ccc(Cl)cc2)n1	nt	-4
Cc1cc(OCCN2CCOCC2)nc(NCc2ccccc2)n1	-1	1
COc1cccc(C(=O)Nc2cccc(-c3nc4ncccc4o3)c2)c1	-5	-1
O=C(NCc1ccco1)c1cc(Br)ccc1Cl	2	2
Cn1ccc2ccn(CC(=O)NCc3ccc(F)cc3F)c(=O)c21	-7	2
COc1ccc(C(O)=C2C(=O)C(=O)N(CCCN3CCOCC3)C2c2cccs2)cc1OC (stereo not given)	5	0
COc1ccc(NC(=O)/C(=C/c2cccs2)NC(=O)c2ccco2)cc1	-2	-3
O=C(CN1C(=O)CC(c2ccccc2)=Nc2cccnc21)Nc1ccc(F)cc1F	-7	4
CC1Cc2nc(SCC(=O)Nc3ccc4c(c3)OCO4)n(Cc3ccccc3)c(=O)c2S1 (stereo not given)	24	7
CCC1CCCCN1S(=O)(=O)c1ccc(F)c(C(=O)Nc2ccc(C)c(Cl)c2)c1 (stereo not given)	-18	-7
COc1ccc(C2CC(c3cc(OC)c(OC)c(OC)c3)n3nnnc3N2)cc1 (stereo not given)	6	-1
COc1nccnc1NS(=O)(=O)c1ccc(NC(=O)c2ccccc2Cl)cc1	18	-8

Profiles as entered above. Values in the order: mHTT-CaM PPI inh, Pf apPOL inh
CC(C)NC(=O)Nc1n[nH]c(Nc2ccc(Cl)cc2)n1 reads nt, -4
Cc1ccc(N2C(=O)CSC2c2c(F)cccc2Cl)cc1F (stereo not given) reads 1, -2
CC(C)CN(CC(C)C)C(=O)C12CCC(C)(C(=O)O1)C2(C)C (stereo not given) reads -4, 0
COc1ccc(C(O)=C2C(=O)C(=O)N(CCCN3CCOCC3)C2c2cccs2)cc1OC (stereo not given) reads 5, 0

The list continues:
smiles	mHTT-CaM PPI inh	Pf apPOL inh
Cc1onc(-c2ccccc2Cl)c1C(=O)N1CCN=C1SCc1ccccc1	-7	-13
COc1ccc(S(=O)(=O)CCC(=O)Nc2nc(-c3ccccc3)c(C(C)=O)s2)cc1	0	0
COc1cc(OC)c2c(-c3cccc(-c4ccc(C(C)=O)cc4)c3)cc(=O)oc2c1	0	-5
COc1ccccc1CNC(=O)CC1CCCCC1	-1	0
O=C(NC(=S)N1CCOCC1)C12CC3CC(C1)CC(c1ccccc1)(C3)C2	-5	5
O=C(C1CCCC1)N1CCCC1c1nc(-c2cccc(C(F)(F)F)c2)no1 (stereo not given)	0	-5
O=C(NCc1cccc(F)c1)c1ccc2c(c1)Sc1ncccc1C(=O)N2C1CC1	-4	-5
Cc1cccc(S(=O)(=O)NCCC2CCN(C(=O)c3ccccc3)CC2)c1	34	-1
CCc1ccc(C23OC(=O)C(C)(C)C2OC(=O)C3(C)C)cc1 (stereo not given)	-13	-3
